Source: PubChem BioAssay (several laboratories)
NPY1 pot ag: NPY-Y1 receptor potentiators or agonists, primary screen, cell-based. 220,000 compounds, 0.37% hits. activation, % at 3.6 µM. Neuropeptide Y receptor type 1 (Homo sapiens), P25929. NPY-Y1 expressing cells, potentiator/agonist activation; in the data active means activation above about 33%, passing the limit was not always enough;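 further: cells stimulated with NPY at EC10 then isoproterenol at EC100; 0% = low agonist plus stimulus and 100% = saturating agonist plus stimulus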
Target sequence (P25929 whole entry, looked up): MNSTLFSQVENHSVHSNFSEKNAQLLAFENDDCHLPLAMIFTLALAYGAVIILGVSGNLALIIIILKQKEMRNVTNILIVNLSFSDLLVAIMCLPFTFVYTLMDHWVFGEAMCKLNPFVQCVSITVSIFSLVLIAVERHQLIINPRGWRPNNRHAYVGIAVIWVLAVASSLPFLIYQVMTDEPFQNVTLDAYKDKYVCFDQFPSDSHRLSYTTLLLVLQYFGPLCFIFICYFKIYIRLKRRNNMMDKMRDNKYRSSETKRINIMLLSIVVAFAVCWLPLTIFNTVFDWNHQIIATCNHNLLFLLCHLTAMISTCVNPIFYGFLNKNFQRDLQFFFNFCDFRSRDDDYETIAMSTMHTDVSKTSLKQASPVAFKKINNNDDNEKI
NPY-Y2 PAM-ag: NPY-Y2 potentiators or agonists, primary screen, cell-based; 220,000 compounds, 0.45% hits; AID 1359, 2008; Neuropeptide Y receptor type 2 (Homo sapiens), P49146; activation, % at 3.6 µM; cells expressing NPY-Y2, potentiator/agonist read-out; in the data active means activation above about 27%;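 further: cells stimulated with NPY near EC25 plus isoproterenol at EC100; 0% = vehicle plus submaximal agonist and 100% = vehicle plus saturating agonist; some results beyond the cut were filed as inactive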
p97 inhibitor: inhibitors of human p97 ATPase, primary screen, biochemical | Transitional endoplasmic reticulum ATPase (Homo sapiens), P55072 | recombinant p97 ATPase, Kinase-Glo ATP luminescence, 3 h | inhibition, % at 8 µM | 220,000 compounds, 0.42% hits; in the data active means inhibition above about 15%;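 further: 0% = DMSO vehicle and 100% = wells lacking enzyme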
PGE2 EP2 inh: human EP2 receptor antagonists, primary screen, TR-FRET cAMP, C6 glioma cells; AID 1422, 2008; C6 glioma cells expressing human EP2; cells stimulated with saturating PGE2; inhibition, % at 25 µM; 260,000 compounds, 0.52% hits; Prostaglandin E2 receptor EP2 subtype (Homo sapiens), P43116;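 active means percent inhibition above 40 after rounding to a whole number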;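 further: rat C6 glioma host cells with rolipram phosphodiesterase inhibitor present; the protocol text gives 20 µM as final concentration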
Target sequence (P43116 whole entry, looked up): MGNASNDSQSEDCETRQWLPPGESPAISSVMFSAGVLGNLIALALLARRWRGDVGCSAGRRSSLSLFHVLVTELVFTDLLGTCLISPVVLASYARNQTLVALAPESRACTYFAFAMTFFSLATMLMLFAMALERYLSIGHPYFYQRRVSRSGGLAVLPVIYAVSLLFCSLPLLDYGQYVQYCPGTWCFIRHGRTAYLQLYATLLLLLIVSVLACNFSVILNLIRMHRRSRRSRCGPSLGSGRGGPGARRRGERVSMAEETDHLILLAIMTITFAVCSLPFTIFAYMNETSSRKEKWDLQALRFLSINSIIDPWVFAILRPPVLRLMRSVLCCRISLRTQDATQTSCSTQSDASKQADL
S1P4 antagonist: S1P4 receptor antagonists, primary screen, cell-based. Sphingosine 1-phosphate receptor 4 (Homo sapiens), O95977. S1P4-expressing cells, antagonist mode, reporter read-out. inhibition, % at 4.98 µM. 220,000 compounds, 0.26% hits; in the data active means inhibition above about 29%;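 further: 0% = wells stimulated with agonist and 100% = vehicle wells without agonist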
NPY Y1 blocker: NPY-Y1 receptor antagonists, primary screen, cell-based | HEK293-CNG Y1 cells, membrane potential fluorescence; NPY at EC95, then isoproterenol | inhibition, % at 3.6 µM | Neuropeptide Y receptor type 1 (Homo sapiens), P25929 | 200,000 compounds, 1% hits;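 active means inhibition above the campaign mean inhibition of all tested compounds plus 3 SD, cut at about 20% in these data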;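 further: 0% = DMSO wells given NPY plus isoproterenol and 100% = isoproterenol alone without NPY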
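Test system – HEK293 Y1/CNG channel cell line · Also added – NPY agonist 25 nM, then isoproterenol 1 µM plus Ro 20-1724 25 µM · Compound dosing – one concentration, 3.6 µM, in 0.4% DMSO · Schedule – compound incubation 1 h at room temperature, readout 45 min post-stimulation · Technique – fluorescence, membrane potential probe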
eIF4E 4G PPI: eIF4E–eIF4G protein interaction inhibitors, primary screen, biochemical, uHTS, TR-FRET, eIF4GI fragment; Eukaryotic translation initiation factor 4E (Mus musculus) + Eukaryotic translation …; TR-FRET eIF4E-eIF4GI(517-606) binding, 2 h; inhibition, % at 21.7 µM; 220,000 compounds, 0.37% hits; AID 782, 2007;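 active means inhibition above about 30%, limit read from the data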;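 further: 0% = full FRET control wells and 100% = background wells lacking eIF4GI fragment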
S1P4 agonist: S1P4 receptor agonists, primary screen, cell-based. Sphingosine 1-phosphate receptor 4 (Homo sapiens), O95977. S1P4-expressing cell line, agonist reporter assay. activation, % at 4.98 µM. 220,000 compounds, 0.35% hits. AID 1509, 2009; in the data active means activation above about 11%;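 further: 0% = DMSO vehicle and 100% = reference agonist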
EP2 mod: EP2 receptor modulators, cAMP readout, primary screen, cell-based, HTRF cAMP, PGE2 stimulation. AID 940, 2007. 260,000 compounds, 0.83% hits. EP2-expressing cells, cAMP HTRF FRET, PGE2 co-stimulation. induction, % at 25 µM;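 active means compounds whose cAMP rise, as percent of the full-agonist control response, exceeds 60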;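 further: rat C6 glioma line stably carrying human EP2 under a CMV promoter; the protocol text gives 20 µM as final concentration; 100% = response of wells given 1 µM PGE2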
Active calls of the source: *; . = no result given; & = joins results of further samples; [ ] = another dose, or the depositor's remark.

No.	Structure	NPY1 pot ag	NPY-Y2 PAM-ag	p97 inhibitor	PGE2 EP2 inh	S1P4 antagonist
1	Cc1nn(-c2ccccc2)c(N)c1C1(O)C(=O)N(C)c2ccccc21 (stereo not given)	12	-13	3	7	4
2	Cc1onc(-c2ccccc2Cl)c1C(=O)N1CCN(Cc2ccc3c(c2)OCO3)CC1	-3	-11	-2	7	14
3	CC(=O)Nc1ccccc1NC(=O)CN(C)S(=O)(=O)c1ccc(C)cc1	14	-10	2	10	-4
4	COc1ccc2cc(CN(Cc3cccs3)Cc3nnnn3Cc3ccccc3)c(=O)[nH]c2c1	-5	-24	-7	12&4	-18
5	CN(Cc1nc(-c2cccs2)no1)CC(O)c1ccccc1 (stereo not given)	4	-10	3	5	9
6	COC(=O)C(NS(=O)(=O)c1ccc(NC(C)=O)cc1)C(C)C (stereo not given)	10	6	6	10	-3
7	C/C(=N/O)c1no[n+]([O-])c1/C(C)=N\O	-3	12	11	6	-20
8	CCN(CC)CC(=O)NC12CC3CC(CC(C3)C1)C2	-11	4	-1	14	-3
9	Cc1nnsc1C(=O)N1CCC(C(=O)c2ccccc2)CC1	4	0	-11	13	3
10	Cc1nc2ccc(NC(=O)Cc3ccc(Br)cc3)cc2s1	21	11	2	6	-24
11	CN(C)CCCC1(O)c2ccccc2CCc2ccccc21	-4	0	6	11	-16
12	CC1=N/C(=C/c2ccc([N+](=O)[O-])cc2)C(=O)N1c1ccc(Cl)cc1Cl	7	0	2	22	-7

No.	NPY Y1 blocker	eIF4E 4G PPI	S1P4 agonist	EP2 mod
1	1	0	0.7	22
2	0	-1	-0.2	-13
3	6	2	-1.6	7
4	-3	5[fluorescence artefact?]	4.2	10&23
5	-3	-1	1.9	-4
6	5	-1[fluorescence artefact?]	1.3	13
7	.	1	-0.1	31
8	1	-11[fluorescence artefact?]	2.4	9
9	.	-7	-1.3	0
10	.	1	-0.1	-12
11	5	-1	2.7	-1
12	4	-21[fluorescence artefact?]	-4.2	22

An excerpt from above, limited to S1P4 antagonist and p97 inhibitor:
no. | Structure | S1P4 antagonist | p97 inhibitor
9 | Cc1nnsc1C(=O)N1CCC(C(=O)c2ccccc2)CC1 | 3 | -11
6 | COC(=O)C(NS(=O)(=O)c1ccc(NC(C)=O)cc1)C(C)C (stereo not given) | -3 | 6

Other results follow:
No.	Structure	NPY1 pot ag	NPY-Y2 PAM-ag	p97 inhibitor	PGE2 EP2 inh	S1P4 antagonist
13	COc1cc(OC)cc(C(=O)NC2CCN(C(=O)N3c4ccccc4Sc4ccccc43)CC2)c1	18	23	2	8	-16
14	Cn1/c(=N/NC(=O)c2ccccc2F)sc2ccccc21	0	-7	-3	3	7
15	CCN(CC)S(=O)(=O)c1ccc(OCC(=O)NCc2ccco2)cc1	-3	-22	-4	7	-1
16	N#Cc1nc(-c2ccccc2)oc1N1CCCCC1	-18	-10	-1	2	-22
17	OCCN1CCN(C(=S)c2ccc(Br)cc2)CC1	0	9	-5	.	-17
18	O=C(CNC(=O)c1ccco1)OCc1ccc(C(=O)c2ccccc2)cc1	12	1	0	8	1
19	CCOC(=O)CSc1cccc2cccnc12	-17	-12	1	11	-6
20	CC1=CCC(COC(=O)Nc2ccccc2)CC1 (stereo not given)	-10	12	2	18	-12
21	O=C(/C=C/c1ccc(-c2ccccc2[N+](=O)[O-])o1)c1ccccc1	-6	17	4	6	-9
22	CCN(CC)C(=O)CSc1ncnc2c(-c3ccc(OC)cc3)nsc12	13	-4	0	9&4	-4
23	S=c1[nH]c2ccc(Cl)cc2[nH]1	5	-7	-6	4	-6
24	Cc1onc(-c2ccccc2)c1NC(=O)Nc1ccc(OC(F)F)cc1	9	12	4	-1	1

No.	NPY Y1 blocker	eIF4E 4G PPI	S1P4 agonist	EP2 mod
13	-5	4	-1.4	-16
14	-2	1	-2.6	-46
15	.	4	0.5	-12
16	5	12[fluorescence artefact?]	0.9	16
17	-1	1[fluorescence artefact?]	0.9	-2
18	-1	-7	1.5	15
19	-3	-2	-0.1	11
20	9	6	0.1	-63
21	4	5[fluorescence artefact?]	5.4	4
22	-1	-3	-0.8	-12&-13
23	-1	1	0.7	26
24	.	3	1.9	-27

One compound at a time, from the list above. Screens in order: NPY1 pot ag | NPY-Y2 PAM-ag | p97 inhibitor | PGE2 EP2 inh | S1P4 antagonist | NPY Y1 blocker | eIF4E 4G PPI | S1P4 agonist | EP2 mod
Listed for CCN(CC)S(=O)(=O)c1ccc(OCC(=O)NCc2ccco2)cc1 = -3 | -22 | -4 | 7 | -1 | . | 4 | 0.5 | -12
Listed for O=C(/C=C/c1ccc(-c2ccccc2[N+](=O)[O-])o1)c1ccccc1 = -6 | 17 | 4 | 6 | -9 | 4 | 5[fluorescence artefact?] | 5.4 | 4
Listed for CCN(CC)C(=O)CSc1ncnc2c(-c3ccc(OC)cc3)nsc12 = 13 | -4 | 0 | 9&4 | -4 | -1 | -3 | -0.8 | -12&-13
Listed for CC1=CCC(COC(=O)Nc2ccccc2)CC1 (stereo not given) = -10 | 12 | 2 | 18 | -12 | 9 | 6 | 0.1 | -63

The list goes on.
No.	Structure	NPY1 pot ag	NPY-Y2 PAM-ag	p97 inhibitor	PGE2 EP2 inh	S1P4 antagonist
25	CCN1C(=O)CC(C(=O)NCCc2ccc(S(N)(=O)=O)cc2)SC1=Nc1ccc(OC)cc1 (stereo not given)	4	15	0	11	-7
26	COc1ccc(CCNC(=O)c2c(N)no[n+]2[O-])cc1OC	6	5	1	9	-29
27	CC(=O)NCCC(=O)Nc1cc(S(=O)(=O)N2CCOCC2)ccc1N1CCOCC1	-5	-4	4	1	-2
28	Cc1csc(/C(C#N)=N/O)n1	1	2	2	9	-6
29	CCC(C)Nc1nc(N)c([N+](=O)[O-])c(Nc2ccccc2OC)n1 (stereo not given)	5	-3	3	7	-1
30	CCCCCCCCCCCCOC(=O)C[N+](C)(C)C	24	-8	-3	2	0
31	Cc1ccc(C(=O)Nc2ccccc2N2CCCCC2)cc1[N+](=O)[O-]	-9	3	0	1	2
32	Brc1cccc(CNCCCN2CCOCC2)c1	-11	-4	3	3	-9
33	CCCCN(C(=O)NC(=O)Nc1cc(C)ccc1C)S(C)(=O)=O	9	14	5	14	-15
34	CC(=O)Nc1ccc(Nc2cc(C(C)C)nc3c(-c4ccccc4)c(C)nn23)cc1	2	22	3	6	6
35	Cc1cc(C)c(C(=O)CSc2nnc(-c3ccccc3Br)o2)cc1C	-9	-19	-7	21	-1
36	COc1ccc(C(=O)C2CCCN(C(=O)c3cc4nc(C)cc(C)n4n3)C2)cc1F (stereo not given)	-5	-11	0	8	-9

No.	NPY Y1 blocker	eIF4E 4G PPI	S1P4 agonist	EP2 mod
25	2	1	-0.9	-4
26	5	-5	0.9	0
27	1	1	-0.4	10
28	3	1	1.9	-4
29	.	0	0.5	12
30	.	0	1.3	-36
31	10	5	1.3	66*
32	1	-4	0.0	6
33	5	-3	-2.1	32
34	.	8	2.4	0
35	4	-13	-2.2	17
36	10	6	0.9	-23

The results go on:
No.	Structure	NPY1 pot ag	NPY-Y2 PAM-ag	p97 inhibitor	PGE2 EP2 inh	S1P4 antagonist
37	O=[N+]([O-])c1ccc(O)c(/C=N/NC2=NS(=O)(=O)c3ccccc32)c1	-10	-13	1	5	-26
38	CCc1nn(CC(=O)NCCCN(CC)CC)c(=O)c2cc3sc(C)cc3n12	13	-15	6	2	-19
39	COc1ccc(C)cc1S(=O)(=O)N1CC(C)OC(C)C1 (stereo not given)	18	14	3	7	-16
40	CCC1=Nc2ccccc2-c2nnc(SC)nc2O1	3	9	-1	6	9
41	COc1ccccc1-c1nnc(NC(=O)c2ccc(S(=O)(=O)N(C)Cc3ccccc3)cc2)o1	-11	-8	-2	9	-13
42	CN1C(=O)C(CC(=O)NCC2CCCCC2)SC1=Nc1ccccc1 (stereo not given)	17	-3	-7	14	-3
43	O=C(Cc1ccccc1[N+](=O)[O-])NC1CC1	16	3	2	4	-19
44	O=C(Nc1ccc(F)cc1)N(Cc1nnc2n1CCCCC2)c1ccccc1	-4	12	0	10	-3
45	Cc1ccc(Cn2c(N/N=C/c3ccncc3)nc3c2c(=O)n(C)c(=O)n3C)cc1	-5	-10	-7	7	0
46	Clc1ccccc1CN1CCN(CCCc2ccccc2)CC1	-8	-17	-5	5	-16
47	O=C(CCSc1nc(-c2ccco2)cc(C(F)(F)F)n1)NCc1cccs1	-7	-18	-6	17&11	-1
48	O=C(NCc1ccccc1)c1nc2c(nnn2Cc2cccc(Cl)c2)c(=O)[nH]1	-41	-22	-6	-1	-4

No.	NPY Y1 blocker	eIF4E 4G PPI	S1P4 agonist	EP2 mod
37	35*	-7	-1.2	1
38	.	0	0.8	12
39	3	-1	0.7	8
40	6	-1	2.3	-1
41	-4	1	1.1	31
42	2	3	0.8	-32
43	-2	2	0.8	8
44	6	-1	2.2	-5
45	.	1	-1.2	-2
46	17	3	0.6	-30
47	2	0	1.7	-60&-18
48	9	-1	0.4	28

The listing continues.
No.	Structure	NPY1 pot ag	NPY-Y2 PAM-ag	p97 inhibitor	PGE2 EP2 inh	S1P4 antagonist
49	CCCCNc1nc2c(c(=O)n(C)c(=O)n2C)n1Cc1cccc(OC)c1	-17	0	-6	13	-29
50	FC(F)(F)C(F)(F)C(F)(F)c1nnc2ccc(N3CCOCC3)nn12	12	14	-1	12	-2
51	O=C(Nc1ccc(S(=O)(=O)Nc2ccccc2)cc1)C1COc2ccccc2O1 (stereo not given)	12	7	-3	8	-16
52	CCC(=O)Nc1ccc(NC(=S)NC(=O)Cc2ccccc2)cc1	-18	1	4	10	-12
53	C=CCNC(=O)/C(C#N)=C/c1ccc2c(c1)OCCO2	-9	1	-4	3	-14
54	O=C(NCC1COc2ccccc2O1)c1ccc(NC(=O)C(c2ccccc2)c2ccccc2)cc1 (stereo not given)	11	-2	7	0	-17
55	CCOc1cc(C(C#N)N2CCOCC2)ccc1OC (stereo not given)	18	-1	1	9	-1
56	O=C(C1=C[C@H](c2ccccc2)C[C@H](OCc2ccc(CO)cc2)O1)N1CCOCC1	7	0	-1	14	2
57	CC(=O)N1CCN(c2ccc(NC(=O)c3ccc(OCc4ccccc4)cc3)cc2)CC1	3	7	5	9	-12
58	O=C(CSc1nc(-c2ccccc2)c(-c2ccccc2)[nH]1)Nc1ccc2c(c1)OCO2	1	-2	5	2	2
59	Cc1nn(-c2ccc(C(=O)O)cc2)c(C)c1Oc1ccccc1O	11	7	2	6	19

No.	NPY Y1 blocker	eIF4E 4G PPI	S1P4 agonist	EP2 mod
49	3	1	0.1	1
50	3	14	1.1	5
51	-8	1	-0.9	-54
52	-1	-1	-1.3	-10
53	1	1	-1.2	-36
54	0	-4[fluorescence artefact?]	0.9	-41
55	-2	5	0.1	16
56	-4	2	0.7	1
57	3	-3	-0.5	11
58	-4	0	-1.2	11
59	-4	-5[fluorescence artefact?]	0.7	9

This is a subset; count on the stated rates, not on these rows.
